Source: PubChem
TDP1 cell noCPT – qHTS for Inhibitors of human tyrosyl-DNA phosphodiesterase 1 (TDP1): qHTS in cells in absence of CPT | DT40 Tdp1-/- hTDP1 cells, no CPT, ATP luminescence, 48 h | AID 686978, 2013 | Potency, µM (doses to about 46.2 µM), for the others: at the highest dose activity change, negative = growth inhibition, actives largely listed as inhibitors | hit rate 15% among 420,000; further: nearly all actives have a fitted effect of over 55% in size
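Growth of hTDP1-complemented DT40 Tdp1-knockout cells is measured by ATP luminescence after at least 48 hr compound exposure at 37 °C, with DMSO substituting for the 20 nM CPT used in the parallel screen.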
DT40 TDP1 CPT – growth inhibition of DT40 Tdp1-/-;hTDP1 cells with camptothecin (screen for TDP1 inhibitors); Potency, µM (doses to about 46.2 µM), inactives show top-dose activity change, negative = growth inhibition, usual class: inhibitors; AID 686979; hit rate 12% among 420,000; chicken DT40 Tdp1-/-;hTDP1 cells + 20 nM CPT, ATP luminescence, 48 h; further: nearly all actives have a fitted effect of over 55% in size
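Cell growth measured by CellTiter-Glo luminescence after a minimum 48 h, 37 C compound exposure with 20 nM CPT in Tdp1-knockout DT40 cells stably expressing hTDP1, seeded 400/well; qHTS titration format.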
KAT2A inh – blocks human GCN5L2 histone acetyltransferase; Potency, µM (series often up to 58.9 µM), inactives show at the highest dose activity change, negative = inhibition, usual class: inhibitors; GCN5L2 HAT assay, ThioGlo1 CoA-SH fluorescence; AID 504327; hit rate 0.21% among 390,000
Target sequence (Q92830 whole entry, looked up): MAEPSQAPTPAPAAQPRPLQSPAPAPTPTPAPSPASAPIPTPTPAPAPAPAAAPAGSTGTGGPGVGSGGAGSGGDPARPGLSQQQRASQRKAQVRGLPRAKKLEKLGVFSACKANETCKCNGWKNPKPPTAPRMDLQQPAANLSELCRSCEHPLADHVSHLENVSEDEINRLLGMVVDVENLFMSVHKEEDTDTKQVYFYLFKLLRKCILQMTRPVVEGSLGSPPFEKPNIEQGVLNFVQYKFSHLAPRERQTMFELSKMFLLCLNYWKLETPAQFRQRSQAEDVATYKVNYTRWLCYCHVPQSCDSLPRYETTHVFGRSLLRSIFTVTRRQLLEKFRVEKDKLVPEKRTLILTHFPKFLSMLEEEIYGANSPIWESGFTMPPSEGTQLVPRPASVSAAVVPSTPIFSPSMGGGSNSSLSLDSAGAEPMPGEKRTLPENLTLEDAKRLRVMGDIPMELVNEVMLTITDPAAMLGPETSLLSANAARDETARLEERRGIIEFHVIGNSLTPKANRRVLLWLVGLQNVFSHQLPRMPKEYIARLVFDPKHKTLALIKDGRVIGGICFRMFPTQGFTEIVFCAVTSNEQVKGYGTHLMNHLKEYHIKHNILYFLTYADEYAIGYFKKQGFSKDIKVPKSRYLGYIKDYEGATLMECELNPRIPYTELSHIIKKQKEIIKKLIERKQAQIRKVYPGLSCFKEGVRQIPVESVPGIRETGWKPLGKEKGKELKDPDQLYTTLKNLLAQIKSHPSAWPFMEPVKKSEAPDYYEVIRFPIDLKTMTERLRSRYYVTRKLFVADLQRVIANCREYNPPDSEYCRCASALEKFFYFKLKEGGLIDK
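GCN5L2 (20nM final) in 50mM HEPES, 0.1mM EDTA pH 7.5, 0.01% Tween-20 was preincubated 15 min at room temperature with compound, then given ThioGlo1 (50uM), H3(1-25) peptide (75uM) and acetyl-CoA (70uM); CoA-thiol fluorescence (Ex340/Em540) was read at 0 and 20 min.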
An asterisk follows results filed as active; ? = inconclusive; nt = not tested or not shown. The call rests on the fitted dose curve; in most records, active means well fitted curve in the direction sought with a large enough effect; inconclusive means small, poorly fitted or top-dose-only effect, or another doubt; inactive means no such curve, though single readings can be large; an effect the other way counts as inactive or inconclusive. On the % scale 0 is the no-effect control and ±100 the full control effect; potency means the concentration at half of the fitted maximal effect. This is a subset; count on the stated rates, not on these rows.

SMILES	TDP1 cell noCPT	DT40 TDP1 CPT	KAT2A inh
COc1cccc(C2=NOC(C(=O)NC(C)C)C2)c1 (centres undefined)	4%	-24%	-6%
COc1ccc(-c2cc3c(c4c2ccn4C)C2CCC3O2)cc1OC (centres undefined)	?	-14%	nt
O=C(CNS(=O)(=O)c1ccc(Br)s1)NCC1COc2ccccc2O1 (centres undefined)	?	?	-5%
COCCNS(=O)(=O)c1ccc(Cl)c(C(=O)NC2CCN(Cc3ccccc3)CC2)c1	-28%	-9%	0%
Cc1cc(=O)oc2c3c(cc(OCC(=O)NC4CC4)c12)OC(C)(C)CC3	-29%	-24%	?
O=C(CSc1nnc(-c2ccccc2)o1)NC1CC1	-4%	19%	0%
O=C(O)c1ccc2c(c1)CCCN2	-2%	6%	-2%
O=C(CSc1ccccc1)Nc1ccc2c(c1)OCCO2	10%	2%	-6%
COc1ccc2cc(C3CC(c4ccco4)=NN3S(C)(=O)=O)c(Cl)nc2c1 (centres undefined)	?	?	-9%
CCOC(=O)CC(NC(=O)Cc1ccc(F)cc1)c1ccccc1Cl (centres undefined)	?	-23%	2%
O=C(O)[C@H]1CCC(=O)N1Cc1ccco1	-5%	2%	-16%
COCCCNc1nc2c(c(=O)n(Cc3cccc(Br)c3)c(=O)n2C)n1C	?	-30%	1%
COc1ccc(C(=O)NC(C)CCn2cccn2)cc1OC1CCN(C(C)C)CC1 (centres undefined)	0%	-4%	-26%
CC(=O)c1cccc(NC(=O)N2CCCC2C(=O)Nc2ccc3c(c2)OCO3)c1 (centres undefined)	4%	2%	14%
CCOC(=O)C(C)NC(=O)CCc1nnc2ccc(N3CCCCC3)nn12 (centres undefined)	-26%	-29%	0%
CN1C(=O)N(C)C2(c3ccccc3)NNC(N)=NC12c1ccccc1 (centres undefined)	-13%	-20%	-18%
COc1ccc(NC(=O)CCC(=O)OC(C(=O)c2ccccc2)c2ccccc2)cc1 (centres undefined)	-19%	-4%	-4%
O=C(COC(=O)c1ccccc1F)NCc1ccc2c(c1)OCO2	-1%	-4%	0%
CC(=O)N(CCc1ccccc1)c1ccc2c(c1)C1CC2CCN1C(=O)OCc1ccccc1 (centres undefined)	6.5µM*	8.2µM*	nt
Cc1ccc(CNC(=O)C2CC3Cn4c(nc5cc(Cl)c(Cl)cc54)C3N2C)o1 (centres undefined)	?	?	-15%
CCCCCCN1C[C@H](n2cc(-c3ccc(F)cc3)nn2)[C@@H](O)C[C@@H]1c1ccc(OC)cc1	?	?	nt
Cc1cc2cc(CCNC(=O)c3ccc(S(=O)(=O)N4CCCC4)cc3)c(=O)[nH]c2cc1C	21µM*	18µM*	-14%
COc1cc(NC(=O)CC(C)S(=O)(=O)c2cc3c(cc2C)NC(=O)CO3)cc(OC)c1OC (centres undefined)	24%	-4%	-15%
O=C(Cn1cnc2c(oc3nc4c(cc32)CCCC4)c1=O)Nc1ccccc1	?	-9%	-10%
CC(=O)n1cc(N(C(=O)CCl)c2ccccc2)c2ccccc21	0.58µM*	0.65µM*	0%
FC(F)(F)c1cc(Oc2ccc(Cl)cc2)nc(-c2ccccn2)n1	-6%	-27%	-11%
O=S1(=O)NC(c2ccccc2)CC(CC2CCCCC2)O1 (centres undefined)	?	-6%	-11%
CCOC(=O)C1=CCN(S(=O)(=O)c2ccccc2Br)C1c1cccc(F)c1 (centres undefined)	?	?	nt
COC(=O)c1nn(-c2nc(-c3ccc(OC)c(OC)c3)cc(C(F)(F)F)n2)cc1[N+](=O)[O-]	?	-22%	-6%
CCOC(=O)C(=CNc1cccnc1Oc1ccc(C)c2c1CCC2)C(=O)OCC	21µM*	15µM*	-12%

An excerpt from above, showing only TDP1 cell noCPT and DT40 TDP1 CPT:
Structure | TDP1 cell noCPT | DT40 TDP1 CPT
CCOC(=O)C1=CCN(S(=O)(=O)c2ccccc2Br)C1c1cccc(F)c1 (centres undefined) | ? | ?
COC(=O)c1nn(-c2nc(-c3ccc(OC)c(OC)c3)cc(C(F)(F)F)n2)cc1[N+](=O)[O-] | ? | -22%

Other entries follow.
SMILES	TDP1 cell noCPT	DT40 TDP1 CPT	KAT2A inh
CC1CC(NC(=O)CCn2c(=O)oc3ccccc32)CC(C)(C)C1 (centres undefined)	-27%	-26%	-17%
Cc1ccc2c(CNCC(C)c3ccccc3)c(C(=O)O)n(Cc3ccccc3C)c2c1 (centres undefined)	-3%	5%	-8%
COc1ccc(-c2nn(C)c(=O)c3ccccc23)cc1CNC(=O)c1ccco1	?	?	1%
COc1ccc(C2C(C#N)=C(C)NC3=C2C(=O)CC(C)(C)C3)cc1 (centres undefined)	-14%	-29%	-12%
O=C(NC(=S)Nc1ccc(Cl)cc1)c1ccccc1	3%	14%	4%
CCCCn1c(N)c(N(CCOC)C(=O)c2cc(-c3ccccc3Cl)nc3ccccc23)c(=O)[nH]c1=O	1%	-2%	-1%
COC(=O)NC1(C(F)(F)F)C(=O)NC(C)=C1C(=O)OC (centres undefined)	-4%	7%	-28%
Oc1ccc(Br)cc1-c1cc(-c2ccco2)[nH]n1	-8%	3%	-17%
COc1ccc(Nc2cc(C)c3ccc(O)cc3n2)cc1	16µM*	23µM*	0%
COc1ccc(OC)c(S(=O)(=O)N2CCC(C(=O)NCc3cccnc3)CC2)c1	-18%	-1%	-14%
CCOC(=O)c1cc(=O)n(Cc2ccccc2C)c2ccccc12	-19%	?	-12%
C=CCn1c(SCC(=O)c2[nH]c(C)c(C(=O)OCC)c2C)nc2scc(-c3ccc(OC)cc3)c2c1=O	15µM*	9.2µM*	-1%
Cc1ccc(C2SCC(=O)N2Cc2cn3ccsc3n2)o1 (centres undefined)	-8%	4%	-27%
COC(=O)CCC/C=C1/SCC(NC(=O)c2ccccc2)C1=O (centres undefined)	16µM*	26µM*	?
CCC(CC)COC(=O)C1=C(C)NC(=O)NC1c1cccc([N+](=O)[O-])c1 (centres undefined)	?	?	-3%
COC(=O)C1=C(C)C(c2cccs2)NC(=O)N1C (centres undefined)	-2%	-18%	-4%
CCOC(=O)c1cccc(NC(=O)CCn2nc(C)c3c(C)n(-c4ccccc4)nc3c2=O)c1	-4%	-10%	-12%
COC(=O)N/N=C/c1cn(Cc2ccc(F)cc2)c2ccccc12	?	-28%	-3%
Cc1c(CC(=O)O)c(=O)oc2c(C)c(OCc3c(F)cccc3Cl)ccc12	0%	-3%	?
CCCCOc1ccc(C(=O)OCC(=O)N2CCOCC2)cc1	?	1%	-3%
COc1ccc(NC(=O)N(C)C[C@H]2Oc3ccc(NC(=O)C4CC4)cc3C(=O)N([C@H](C)CO)C[C@@H]2C)cc1	7%	5%	-2%
COC(=O)c1ccccc1NC(=O)c1ccc2c(c1)CC(C)O2 (centres undefined)	-24%	-2%	0%
Cn1cc([N+](=O)[O-])c(C(=O)Nc2nccs2)n1	13%	4%	-5%
COC(=O)CC(NC(=O)c1ccc(C)cc1)c1ccccc1 (centres undefined)	-8%	11%	-5%
CSc1ncc(Sc2ccccc2)c(C(=O)O)n1	3%	-2%	nt
Cc1ccc(C)c(OCC(=O)O/N=C(\N)c2cccc([N+](=O)[O-])c2)c1	?	6%	-19%
O=C(c1ccc(Cl)cc1)c1ccc(Oc2cc(NN3CCCCC3)c([N+](=O)[O-])cc2[N+](=O)[O-])cc1	-10%	?	4%
Cc1ccc(S(=O)(=O)N(Cc2cc3ccccc3[nH]c2=O)CC2CCCO2)cc1 (centres undefined)	-12%	-17%	-3%
Cc1ccc(Cl)cc1NC(=O)c1oc2ccc(S(=O)(=O)N(C)C3CCCCC3)cc2c1C	?	21µM*	2%
CN(C)c1nc(Oc2ccc(=O)[nH]n2)nc(N2CCCCC2)n1	-1%	7%	nt
COc1cc2cc[n+]3cc4c(OC)c(OC)ccc4cc3c2cc1OC	2.9µM*	2.3µM*	-11%
CCN(C(=O)CN1CCN(S(=O)(=O)c2ccccc2C(F)(F)F)CC1)c1c(N)n(Cc2ccccc2)c(=O)[nH]c1=O	-7%	2%	-1%
COc1ccc(Cc2nc3ccc(C(=O)NCCc4ccncc4)cc3o2)cc1OC	-28%	-28%	2%
CCC1(c2ccccc2)NC(=S)N(c2cccc(C)c2C)N1 (centres undefined)	?	?	-2%
CCCS(=O)(=O)NC(=O)C1(C)CCCN(C(=O)c2cc(F)cc(F)c2)C1 (centres undefined)	-13%	-6%	nt
CCOc1ccc2oc(=O)cc(CN3CCN(c4ccccc4)CC3)c2c1	?	?	-12%
O=C(NCc1ccccc1)c1ccc2c(c1)OCCO2	-2%	3%	0%
Cc1ccc(CNC(=O)Nc2ccc(OC(F)(F)F)cc2)n1C	?	?	9%
NS(=O)(=O)c1cccc(NC(=O)COC(=O)CCSc2ccccc2)c1	-9%	-7%	-1%
Cc1csc(NC(=O)CSC2=NS(=O)(=O)c3cc(F)ccc3N2)n1	-10%	-1%	-5%
COc1cc2c(cc1OC)CN(C(=O)Cc1c(F)cccc1Cl)CC2	?	-28%	-3%
Cc1ccc(S(=O)(=O)NC2=C(N3CCN(c4ccccc4F)CC3)C(=O)c3ccccc3C2=O)cc1	?	23µM*	-10%
COc1ccc(-c2c(-c3cc(OC)cc(OC)c3)n(C)c3ccc(-c4ccc(S(N)(=O)=O)cc4)cc23)cc1	4.1µM*	10µM*	-3%
O=C(Nc1ccccc1C(=O)NC(Cc1ccccc1)C(=O)NC1CCCCCC1)c1ccccc1 (centres undefined)	23µM*	?	4%
Cc1ccc(NC(=O)c2cncc(Br)c2)c([N+](=O)[O-])c1	-12%	0%	-1%

Reprinted from the listing (17 entries):
SMILES	TDP1 cell noCPT	DT40 TDP1 CPT	KAT2A inh
Cc1ccc(Cl)cc1NC(=O)c1oc2ccc(S(=O)(=O)N(C)C3CCCCC3)cc2c1C	?	21µM*	2%
CN(C)c1nc(Oc2ccc(=O)[nH]n2)nc(N2CCCCC2)n1	-1%	7%	nt
COc1cc2cc[n+]3cc4c(OC)c(OC)ccc4cc3c2cc1OC	2.9µM*	2.3µM*	-11%
CCN(C(=O)CN1CCN(S(=O)(=O)c2ccccc2C(F)(F)F)CC1)c1c(N)n(Cc2ccccc2)c(=O)[nH]c1=O	-7%	2%	-1%
COc1ccc(Cc2nc3ccc(C(=O)NCCc4ccncc4)cc3o2)cc1OC	-28%	-28%	2%
CCC1(c2ccccc2)NC(=S)N(c2cccc(C)c2C)N1 (centres undefined)	?	?	-2%
CCCS(=O)(=O)NC(=O)C1(C)CCCN(C(=O)c2cc(F)cc(F)c2)C1 (centres undefined)	-13%	-6%	nt
CCOc1ccc2oc(=O)cc(CN3CCN(c4ccccc4)CC3)c2c1	?	?	-12%
O=C(NCc1ccccc1)c1ccc2c(c1)OCCO2	-2%	3%	0%
Cc1ccc(CNC(=O)Nc2ccc(OC(F)(F)F)cc2)n1C	?	?	9%
NS(=O)(=O)c1cccc(NC(=O)COC(=O)CCSc2ccccc2)c1	-9%	-7%	-1%
Cc1csc(NC(=O)CSC2=NS(=O)(=O)c3cc(F)ccc3N2)n1	-10%	-1%	-5%
COc1cc2c(cc1OC)CN(C(=O)Cc1c(F)cccc1Cl)CC2	?	-28%	-3%
Cc1ccc(S(=O)(=O)NC2=C(N3CCN(c4ccccc4F)CC3)C(=O)c3ccccc3C2=O)cc1	?	23µM*	-10%
COc1ccc(-c2c(-c3cc(OC)cc(OC)c3)n(C)c3ccc(-c4ccc(S(N)(=O)=O)cc4)cc23)cc1	4.1µM*	10µM*	-3%
O=C(Nc1ccccc1C(=O)NC(Cc1ccccc1)C(=O)NC1CCCCCC1)c1ccccc1 (centres undefined)	23µM*	?	4%
Cc1ccc(NC(=O)c2cncc(Br)c2)c([N+](=O)[O-])c1	-12%	0%	-1%

Next section:
SMILES	TDP1 cell noCPT	DT40 TDP1 CPT	KAT2A inh
CCOC(=O)N1CCN(C(=O)c2ccc(S(=O)(=O)NCc3ccco3)cc2)CC1	?	-12%	0%
COc1ccc(Cl)cc1NC(=O)C(C)N1CCN(c2ccccn2)CC1 (centres undefined)	18µM*	?	-14%
CC(C)[C@H](NC(=O)c1ccc(Cl)c([N+](=O)[O-])c1)C(=O)O	7%	3%	-4%
CCOC(=O)[C@@]12C[C@@H]1/C(=N/O)c1ccccc1O2	-14%	2%	-7%
Cc1ccc2nc3c(c(C(=O)OCC(=O)NC4CCS(=O)(=O)C4)c2c1)CCCC3 (centres undefined)	-19%	-21%	-4%
COCCCNC(=O)c1ccc(NS(C)(=O)=O)cc1	-9%	-11%	nt
COc1ccc(OC)c(NC(=O)Cn2nc(C)c3ccccc3c2=O)c1	-14%	-5%	-1%
Cc1oc2ccc(O)c(CN3CCOCC3)c2c1C(C)O (centres undefined)	-12%	-12%	0%
COc1cc(NS(=O)(=O)c2ccc(NC(=S)NC(C)=O)cc2)nc(OC)n1	2%	6%	nt
c1ccc(N2CC3CCc4ccccc4C3=N2)cc1 (centres undefined)	-17%	-5%	2%
COc1ccc(Cn2c(-c3ccccc3C)nc3c(c(=O)c4ccccc4n3C)c2=O)cc1	-19%	-27%	nt
